Screening data from PubChem BioAssay.
MmCpn inh = inhibitors of Methanococcus maripaludis chaperonin (MmCpn); hit rate 0.031% among 330,000; Potency, µM (series often up to 76.9 µM), without a hit: top-dose activity, negative = inhibition, actives largely listed as inhibitors; purified Mm-Cpn ATPase, ADP Transcreener TR-FRET; AID 504842; also: potency is read from the fitted curve at half-maximal effect; % is scaled to controls: 0 for no effect and ±100 for the full control effect; nearly all actives have a fitted effect of over 80% in size
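Eu-cryptate anti-ADP/ADP-d2 competition gives a ratio inversely related to ADP. Enzyme at 25 nM was pre-exposed to compound for 10 min, then given 10 uM ATP for 30 min, 37°C throughout.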
PLK1 PBD inh = PLK1 (human) polo-box domain binding inhibition | hit rate 2.8% among 360,000 | Potency, µM, for the others: max response, negative = inhibition, actives largely listed as inhibitors | Plk1 PBD binding of FITC phosphopeptide, fluorescence polarization; also: potency is read from the fitted curve at half-maximal effect; series mostly up to about 57 µM; % is scaled to controls: 0 for no effect and ±100 for the full control effect; nearly all actives have a fitted effect of over 65% in size
EPAC1 antag = blocks human EPAC1 exchange factor; O95398; EPAC1 GEF assay, Rap1b-BODIPY-GDP exchange fluorescence; Potency, µM (series often up to 115 µM), inactives show at the highest dose activity change, negative = inhibition, most hits filed as inhibitors; hit rate 0.14% among 360,000; AID 720709;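 also: potency is read from the fitted curve at half-maximal effect; plate controls were vehicle for no effect and positive control for full effect; nearly all actives have a fitted effect of over 50% in size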
CCT modulator = changes cytosolic chaperonin activity; hit rate 0.3% among 360,000; purified chaperonin ATPase assay, HTRF ADP detection, 30 min; activity change, % (no concentration beside the values), hits read low; in the data active = activity change below about -30%; also: % is scaled to controls: 0 for no effect and ±100 for the full control effect
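First, chaperonin was dispensed at 40 nM or 20 nM final depending on batch activity. Next, compounds were pinned at 76 uM and ATP added at 10 uM. After 30 min at 37 °C, ADP detection reagents ran 30 min at ambient temperature.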
EPAC2 antagonist = blocks human EPAC2 exchange factor. Q8WZA2. EPAC2 GEF exchange of Rap1B-BODIPY-GDP, fluorescence. Potency, µM (doses to about 114 µM), for the others: at the highest dose activity, negative = inhibition, most hits filed as inhibitors. hit rate 0.18% among 360,000; also: potency is read from the fitted curve at half-maximal effect; % is scaled to controls: 0 for no effect and ±100 for the full control effect; nearly all actives have a fitted effect of over 45% in size; many of its hits are not listed in these tables
Target sequence (Q8WZA2 whole entry, looked up): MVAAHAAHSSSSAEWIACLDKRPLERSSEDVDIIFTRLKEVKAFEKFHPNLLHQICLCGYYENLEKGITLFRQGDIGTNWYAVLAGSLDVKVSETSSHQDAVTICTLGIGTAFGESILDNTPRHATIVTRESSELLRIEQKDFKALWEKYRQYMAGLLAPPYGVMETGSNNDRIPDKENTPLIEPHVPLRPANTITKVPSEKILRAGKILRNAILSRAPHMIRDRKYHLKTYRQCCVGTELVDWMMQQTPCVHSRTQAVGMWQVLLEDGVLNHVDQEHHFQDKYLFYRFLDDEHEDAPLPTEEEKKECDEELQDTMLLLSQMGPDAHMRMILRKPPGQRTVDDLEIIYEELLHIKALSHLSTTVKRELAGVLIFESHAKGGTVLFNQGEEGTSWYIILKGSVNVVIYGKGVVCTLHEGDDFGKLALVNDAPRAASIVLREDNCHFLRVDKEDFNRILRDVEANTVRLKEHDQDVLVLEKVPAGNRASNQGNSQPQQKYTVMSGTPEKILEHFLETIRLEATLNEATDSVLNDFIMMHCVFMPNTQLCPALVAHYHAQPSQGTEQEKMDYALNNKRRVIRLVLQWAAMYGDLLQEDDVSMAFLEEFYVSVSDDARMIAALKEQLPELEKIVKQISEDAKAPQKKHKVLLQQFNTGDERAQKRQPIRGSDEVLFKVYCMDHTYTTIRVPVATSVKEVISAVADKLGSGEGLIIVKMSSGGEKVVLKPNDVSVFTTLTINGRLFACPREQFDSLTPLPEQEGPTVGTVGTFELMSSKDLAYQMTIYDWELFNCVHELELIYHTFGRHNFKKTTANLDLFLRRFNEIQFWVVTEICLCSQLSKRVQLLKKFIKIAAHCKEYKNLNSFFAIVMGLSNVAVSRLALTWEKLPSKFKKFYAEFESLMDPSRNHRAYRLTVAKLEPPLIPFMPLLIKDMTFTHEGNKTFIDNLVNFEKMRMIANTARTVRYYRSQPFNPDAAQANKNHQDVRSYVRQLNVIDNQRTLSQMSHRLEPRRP
EPAC1 ag = agonists of human EPAC1; O95398; EPAC1 agonist qHTS, biochemical assay; response scale: 100% = response to 6.5 mM cAMP; Potency, µM (series often up to 154 µM), inactives show at the highest dose activation, actives largely listed as activators; hit rate 0.073% among 360,000; AID 720707; also: potency is read from the fitted curve at half-maximal effect; nearly all actives have a fitted effect of over 60% in size
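Compounds were pinned as a concentration titration into mixtures of EPAC1 (100 nM), BODIPY-GDP-loaded Rap1B (250 nM) and GDP (50 uM). After 5 min at room temperature, fluorescence was followed for 30 min; activity was scaled to 6.5 mM cAMP.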
WRN helicase inh = WRN helicase (human) inhibition. Q14191. hit rate 0.46% among 360,000. WRN helicase unwinding, fluorescent forked duplex, kinetic. Potency, µM (titrated, usually from 114 µM), without a hit: at the top dose activity change, negative = inhibition, usual class: inhibitors. AID 651768; also: potency is read from the fitted curve at half-maximal effect; % is scaled to controls: 0 for no effect and ±100 for the full control effect; nearly all actives have a fitted effect of over 55% in size
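Screening of the MLSMR collection measured strand separation of a quenched forked DNA duplex (100 nM) by 20 nM WRN with 2 mM ATP, all final. Compounds were preincubated with enzyme 15 min at room temperature.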
PI5P4K alpha inh = PI5P4K alpha (human) kinase inhibition. AID 652105. P48426. hit rate 1.2% among 330,000. PI5P4Kalpha enzyme, ADP-Glo luminescence, 60 min; active compounds read low. max response, %; active = max response of -50% or lower; inconclusive = between -30% and -50%; inactive = -30% or higher; also: value at the top dose of about 77 µM; % is scaled to controls: 0 for no effect and ±100 for the full control effect
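Compounds were pin-transferred onto PI5P4Kalpha and substrate in HEPES pH 7.4 buffer with EGTA, CHAPS and 5% DMSO. ATP (5 microM final) started the reaction, which ran 60 minutes at room temperature before ADP-Glo detection.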
Active calls of the source: *; u = inconclusive; x = no result given; [ ] = remark or other dose. Unless noted, calls follow the shape of the dose curve; as a rule, active = well fitted curve in the direction sought with a large enough effect; inconclusive = small, poorly fitted or top-dose-only effect, or another doubt; inactive = no such curve, though single readings can be large; an effect the other way counts as inactive or inconclusive. Not all compounds are listed, so the mix of outcomes need not match the whole.

SMILES	MmCpn inh	PLK1 PBD inh	EPAC1 antag	CCT modulator	EPAC2 antagonist	EPAC1 ag	WRN helicase inh	PI5P4K alpha inh
O/C(=C\Sc1nnc(Cc2ccccc2)o1)c1ccc(F)cc1	-0.9%	4.2%	9.2%	2.0	6.9%	-2.9%	-7.2%	x
Cc1onc(-c2c(F)cccc2Cl)c1C(=O)OCC(=O)c1c[nH]c2ccccc12	-10.9%	-3.2%	u	-1.6	-4.7%	22.3%	-23.5%[57.1 µM]	3.2
COc1ccc(CC(N)c2csc(NC(=O)c3cc(C(C)(C)C)nn3Cc3ccccc3)n2)cc1 (centres undefined)	x	8.0%	-1.0%	1.5	4.7%	-25.5%	4.4%[57.1 µM]	-5.7
O=C(NCc1cccnc1)c1cc(C2CCCCN2S(=O)(=O)c2cccs2)on1 (centres undefined)	x	0.1%	7.0%	0.6	10.0%	-10.5%	-2.2%	-0.6
O=S(=O)(c1ccc(NC(=S)N2CCCCC2)cc1)N1CCCCC1	x	-3.7%	5.9%	1.4	-11.6%	16.5%	-7.8%	0.9
CC(OC(=O)C1=COCCO1)C(=O)Nc1ccc(Oc2ccccc2)cc1 (centres undefined)	-3.6%	-3.8%	-10.0%	-0.4	8.3%	-9.4%	4.0%	0.0
CC1(C)CC(=O)C(C(=O)/C=C/NCCc2ccccc2)C(=O)C1	0.3%	-3.4%	2.5%	0.7	7.0%	-2.9%	-17.0%	-6.1
CCOc1ccccc1NC(=O)CSC1=NN2CCCC(=O)N=C2S1	-2.8%	-2.2%	-9.0%	-2.3	0.2%	-4.0%	-3.7%	-8.0
COc1ccc(S(=O)(=O)NC(C)C(=O)NCc2ccncc2)cc1Cl (centres undefined)	0.6%	-13.0%	6.5%	1.5	-4.5%	10.4%	5.3%	-7.3
CC(=O)N1CCC2(CC1)C(C#N)=C(N)Oc1n[nH]c(CSc3ccc(C)cc3)c12	0.8%	-7.9%	5.9%	-1.0	4.2%	0.1%	-4.3%	x
O=C(O)C(=O)Nc1ncn[nH]1	x	7.3%	4.3%	0.3	5.4%	-3.9%	4.9%	-10.9
N#Cc1ccc(NC(=O)CCc2ccc(S(=O)(=O)N3CCOCC3)cc2)cc1	3.8%	2.2%	-1.2%	2.3	-13.6%	-0.9%	0.1%	-0.1
O=C(Cn1cc([N+](=O)[O-])ccc1=O)NCc1ccc(Cl)cc1Cl	0.9%	0.9%	1.8%	-1.2	1.2%	2.2%	2.5%	-15.9
COc1ccc(CC(=O)NNC(=O)c2ccco2)cc1	0.2%	1.0%	-19.3%	-0.7	1.6%	6.3%	-5.8%	4.4
Cc1ccc(NC(=O)C[n+]2cc(-c3ccccc3)n3c2CCC3)c(C)c1	0.6%	-11.3%	-4.6%	-3.2	-6.0%	14.9%	4.4%	-4.3
COc1ccc(NC(=O)CCC(=O)NCCO)cc1	2.5%	2.8%	-4.9%	1.4	12.3%	-4.5%	-3.8%	1.1
COCCCN(C(=O)CSCC(=O)Nc1ccc(C)cc1)c1c(N)n(Cc2ccccc2)c(=O)[nH]c1=O	x	-19.1%	-16.7%	1.3	-1.7%	5.7%	1.9%	-7.5
COc1cccc(-c2cnc(OC(C)(C)C)nc2OC(C)(C)C)c1	-0.3%	u	5.2%	1.1	-1.3%	7.7%	8.7%	-5.8
CCCN(CC(=O)Nc1ccccc1C)C(=O)C1CC(=O)N(c2ccccc2OCC)C1 (centres undefined)	x	-5.0%	-7.9%	1.2	4.9%	9.1%	3.7%	-0.5
CC(OC(=O)c1cccc(S(=O)(=O)N2CCN(C)CC2)c1)C(=O)Nc1ccc(C(N)=O)cc1 (centres undefined)	-1.4%	-2.4%	-0.5%	-1.3	-2.0%	8.9%	-14.0%	-16.0
CC(=O)Nc1ccc(NC(=O)COC(=O)/C=C/c2ccc3c(c2)OCO3)cc1	-0.3%	9.9%	-11.6%	-1.7	3.1%	5.3%	-2.3%	4.0
O=C1Nc2ccc(Cl)cc2C12OCCCO2	0.1%	-18.6%	0.5%	-3.8	0.4%	7.7%	6.0%	-2.4
Cc1ccc(N2C(=O)CCC2(C(N)=O)c2ccccc2)cc1 (centres undefined)	-9.8%	-3.3%	11.5%	0.4	13.6%	-19.6%	0.6%	-6.1
CC(C)(C)Cc1cc(N)on1	0.4%	1.8%	12.4%	0.1	4.2%	-16.8%	11.4%	2.1
COc1ccccc1N(Cc1ccccc1)S(=O)(=O)c1cccc(C(=O)O)c1	0.0%	-7.2%	-1.3%	-4.2	0.5%	-2.4%	0.8%	8.2
Cc1cc(-c2nc(C)c(C(=O)NN)s2)no1	-2.4%	-13.8%	-14.9%	-2.0	-1.3%	5.7%	-29.9%	-6.0
Cc1cc(C(=O)OCC(=O)NCc2cccs2)c2ccccc2n1	1.4%	-15.8%	-22.0%	-1.2	-2.0%	1.8%	-33.0%	-14.9
CN(C)S(=O)(=O)c1ccc(N2CCCC2)c(C(=O)NNC(=O)COc2cccc(F)c2)c1	-1.9%	-5.8%	-22.4%	0.7	-1.0%	12.2%	-2.1%	-2.7
COc1cc2ccccc2cc1C(=O)NC(=S)Nc1cccc(C(=O)O)c1	0.0%	u	44.7µM*	1.4	13.1%	u	u	-6.5
O=C(C1CCN(S(=O)(=O)c2cnc[nH]2)CC1)N1CCN(c2ccc([N+](=O)[O-])cc2)CC1	-2.0%	u	-9.5%	-1.3	-4.1%	13.4%	-3.7%	6.7

3 compounds out of the list above, sorted by their value in PI5P4K alpha inh, smallest number first.
SMILES	MmCpn inh	PLK1 PBD inh	EPAC1 antag	CCT modulator	EPAC2 antagonist	EPAC1 ag	WRN helicase inh	PI5P4K alpha inh
Cc1cc(C(=O)OCC(=O)NCc2cccs2)c2ccccc2n1	1.4%	-15.8%	-22.0%	-1.2	-2.0%	1.8%	-33.0%	-14.9
Cc1cc(-c2nc(C)c(C(=O)NN)s2)no1	-2.4%	-13.8%	-14.9%	-2.0	-1.3%	5.7%	-29.9%	-6.0
CCCN(CC(=O)Nc1ccccc1C)C(=O)C1CC(=O)N(c2ccccc2OCC)C1 (centres undefined)	x	-5.0%	-7.9%	1.2	4.9%	9.1%	3.7%	-0.5

Later entries:
SMILES	MmCpn inh	PLK1 PBD inh	EPAC1 antag	CCT modulator	EPAC2 antagonist	EPAC1 ag	WRN helicase inh	PI5P4K alpha inh
Cc1ccc(S(=O)(=O)N2CCCC(c3nc(-c4ccc(C)o4)no3)C2)cc1 (centres undefined)	1.2%	-8.9%	-3.6%	-0.8	-0.8%	15.0%	-9.0%	x
COc1ccc(-c2cc(C(F)(F)F)nc(SCCC(=O)N3CCCC3)n2)cc1	-0.8%	-5.5%	-0.3%	-0.7	-1.3%	8.2%	-2.9%	0.1
O=C(O)c1ccccc1-c1nc2ccccc2n1-c1ccccc1	-15.0%	-13.6%	-13.4%	-1.8	-1.8%	7.4%	-26.0%[57.1 µM]	0.9
Nc1nc(N)c2cc(S(=O)(=O)c3cccc(C(F)(F)F)c3)ccc2n1	x	-1.0%	-3.7%	0.6	1.9%	-10.7%	-9.8%	-54.1*
COc1ccc(C(=O)OCc2cc(=O)n3ccsc3n2)cc1F	2.3%	2.4%	-2.9%	-2.5	11.1%	4.9%	-18.4%	-28.1
CCOc1ccc2[nH]c3c(NCCCOC)ncnc3c2c1	-4.2%	-1.7%	9.0%	0.0	4.7%	4.2%	-12.7%	0.5
Cc1cccc(CN2CCN([C@H]3CS(=O)(=O)N[C@@H]3COCc3ccccc3)CC2)c1	x	-3.3%	-2.9%	-1.4	13.2%	-20.8%	1.9%	-0.9
COc1ccc(C(C(=O)NCC2CCCO2)N(C(=O)c2snc(C(N)=O)c2N)c2ccccc2)cc1OC (centres undefined)	-3.0%	-10.4%	9.5%	-0.9	0.8%	-8.4%	-0.5%	-4.8
O=C(O)CSc1nc(-c2ccccc2)c(-c2ccccc2)[nH]1	-1.5%	-8.2%	-24.7%	0.6	0.9%	8.7%	-12.3%	-3.7
CCCCn1c(SCC(=O)NC(=O)Cc2ccccc2)nc2ccccc2c1=O	-0.1%	-13.8%	-19.8%	-0.2	2.7%	0.2%	3.9%	-1.9
COCc1cc(=O)n2[nH]c(-c3cccc(Br)c3)cc2n1	-0.4%	0.8%	5.0%	-1.4	4.4%	-5.2%	-2.2%	-13.3
Cc1cc(OCC(=O)Nc2cc(C(C)(C)C)on2)ccc1[N+](=O)[O-]	-1.7%	-0.1%	-6.4%	1.6	-2.4%	-3.4%	-16.2%	-0.8
CCCCNC(=S)N(Cc1c(C)noc1C)c1ccccc1	5.2%	2.0%	-16.6%	0.5	-3.9%	7.2%	2.2%	-4.4
CC(=O)COc1cc(C)cc2oc(=O)cc(-c3ccccc3)c12	1.0%	-2.7%	-13.4%	-0.2	7.8%	-13.2%	10.7%	4.2
O=C(CNC(=O)c1ccccc1)OCc1nnc(-c2ccccc2)o1	0.1%	-2.2%	5.6%	-1.3	0.9%	4.4%	3.5%	-18.2
COc1ccc2c(c1)oc(=O)c1cc(OC)ccc12	x	-4.8%	-11.4%	2.1	-13.4%	-14.2%	0.6%	-12.0
O=C1NC(=O)C(Nc2cccc3ccccc23)S1 (centres undefined)	-0.3%	u	2.2%	-7.0	3.7%	-5.2%	-13.9%	u
O=C(O)c1cc(N2CCOCC2)nc2ccccc12	0.3%	-11.2%	-4.6%	-0.7	4.9%	10.8%	2.7%	-0.2
CC(C)CC(=O)N1CCN(Cc2ccc3c(c2)OCO3)CC1	-1.3%	1.2%	7.9%	0.1	8.5%	-4.1%	0.9%	x
COc1ccc(CNC(=O)CN2CCC(n3nnc4cc(F)ccc43)CC2)cc1	1.4%	-11.6%	-16.0%	-1.1	1.8%	3.7%	2.8%	2.4
CCOC(=O)c1sc2nc(C)nc(SCC(=O)NC(C)CCc3ccccc3)c2c1C (centres undefined)	-9.8%	8.9%	9.4%	0.5	0.5%	-2.3%	-7.5%	7.9
CCOc1[nH]c(/N=C/c2ccco2)c(C#N)c1C#N	0.5%	23.8µM*	6.1%	-4.3	10.7%	9.7%	-20.4%[57.1 µM]	u
CCCn1c(NCc2cc(OC)ccc2OC)nc2ccccc21	-6.0%	-5.1%	13.6%	-0.9	-0.8%[57.1 µM]	1.6%	5.5%	-0.4
COc1cccc(NC(=O)CN(C)C(=O)c2cc(C)oc2C)c1	-0.1%	-6.7%	18.0%	-30.5*	-3.9%	7.1%	-4.9%	1.8
Cc1ccc(S(=O)(=O)NCC(=O)OCN2C(=O)c3ccccc3C2=O)cc1	-0.7%	5.32µM*	-2.8%	1.3	14.0%	-5.6%	6.7%	u
CCOc1c(N2CCCCC2)c(=O)c1=O	-0.3%	-0.1%	-6.8%	-0.4	13.6%	-4.0%	-10.2%	-1.0
Cc1ccc(-c2csc3nc(CSc4nnc(-c5ccc(Cl)cc5)n4C)[nH]c(=O)c23)cc1	-0.3%	-18.8%	-16.1%	1.6	-1.0%	16.9%	-8.6%	-25.2
